Assay outcomes: PubChem, National Center for Advancing Translational Sciences (NCATS)
p53 reactivator – re-activators of mutant p53 | H1299 p53-A138V BP100-luciferase reporter, luminescence, 24 h | Potency, µM (series often up to 92.2 µM), for the others: at the top dose activity change, positive = activation, hits mostly activators | 320,000 tested, 0.063% active | AID 504706; further: potency means the concentration at half of the fitted maximal effect; % of control where 0% means no effect; nearly all actives have a fitted effect of over 45% in size
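p53-null H1299 cells stably carrying temperature-sensitive p53-A138V and a BP100-luciferase reporter were pinned with compounds (4-point, 1:5 series) and held 24 hrs at 37 deg C. Luminescence was read 10 min after detection reagent.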
Giardia kill – Giardia lamblia killing. Giardia lamblia trophozoite viability. activity change, % at 7.66 µM, hits read low. 340,000 tested, 0.15% active; in the data active means activity change below about -80%; inconclusive means between about -30% and that limit;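 further: parasites exposed to compound for two days anaerobically before the ATP read; on the % scale 0 is the no-effect control and ±100 the full control effect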
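Compounds were tested on trophozoites seeded at 100 cells/well and held 48 hrs at 37 deg C anaerobically. An ATP-based luminescent kit measured the remaining live cells.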
NPC1 prom act – NPC1 promoter activation. 320,000 tested, 2.4% active. Potency, µM (highest dose often 9.22 µM), inactives show at the highest dose activation, actives largely listed as activators. AID 485313. Huh7 NPC1 promoter luciferase reporter, 24 h;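 further: potency means the concentration at half of the fitted maximal effect; % of control where 0% means no effect; nearly all actives have a fitted effect of over 60% in size; reporter is driven by a mutant NPC1 promoter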
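NPC1 promoter–luciferase Huh7 cells; 24 h compound; luminescence.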
Rab9 promoter act – Rab9 promoter activation | AID 485297 | 320,000 tested, 2.8% active | Huh7 Rab9 promoter-luciferase reporter, luminescence, 24 h | Potency, µM (titrated, usually from 9.22 µM), inactives show at the highest dose activation, negative = inhibition, hits mostly activators; further: potency means the concentration at half of the fitted maximal effect; % of control where 0% means no effect; nearly all actives have a fitted effect of over 60% in size
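Huh7 cells stably carrying Rab9 promoter–luciferase reporter, plated 1500 cells/well, compound added after 2 h and incubated 24 h at 37 °C; luciferase luminescence then read after 10 min with detection reagent.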
PKM2 act – increases activity of human pyruvate kinase M2; Potency, µM (highest dose often 57.5 µM), for inactives: at the highest dose activation, most hits filed as activators; 260,000 tested, 0.34% active; purified PKM2, Kinase-Glo ATP luminescence, activation; response scale: 0% is enzyme alone, no compound; P14618; further: potency means the concentration at half of the fitted maximal effect; on the % scale 0 is the no-effect control and ±100 the full control effect; nearly all actives have a fitted effect of over 55% in size
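Kinase-Glo luminescence reports ATP generated from ADP (0.1 mM) and PEP (0.5 mM) by purified hPK-M2 after 1 h at room temperature, pH 7.2 imidazole buffer; intermediate enzyme activity allows detecting inhibitors and activators.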
VP16 counter – inhibits Gal4-VP16 luciferase reporter, ROR gamma counter-screen; Drosophila S2 Gal4-VP16 UAS-luciferase, luminescence, 20 h; Potency, µM (series often up to 53.6 µM), for inactives: at the highest dose activity, negative = inhibition, hits mostly inhibitors; 310,000 tested, 3.5% active;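 further: Gal4-VP16 expression switched on by copper sulfate through the metallothionein promoter; potency means the concentration at half of the fitted maximal effect; on the % scale 0 is the no-effect control and ±100 the full control effect; nearly all actives have a fitted effect of over 50% in size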
RORg inh – ROR gamma (mouse) transcription inhibition | P51450 | Drosophila S2 Gal4-RORgamma UAS-luciferase reporter, 20 h | Potency, µM (top dose mostly 53.6 µM), inactives show at the top dose activity change, negative = inhibition, most hits filed as inhibitors | 310,000 tested, 5.4% active | AID 2551; further: potency means the concentration at half of the fitted maximal effect; on the % scale 0 is the no-effect control and ±100 the full control effect; nearly all actives have a fitted effect of over 60% in size
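Read-out: Photinus luciferase luminescence; inhibitors lower reporter signal. Insect Schneider cells with Gal4-ROR gamma fusion under metallothionein promoter, UAS reporter; 700 uM final copper sulfate induction, 20 hr, ambient temperature.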
BRCA1 expr act – increases BRCA1 expression. AID 624202. 380,000 tested, 1.1% active. Potency, µM (top dose mostly 46.1 µM), for inactives: at the highest dose activation, hits mostly activators. MCF7-BRCA1-FFLuc reporter, luminescence, 48 h; response scale: scaled: vehicle 0%, 10 µM genistein 100%; further: potency means the concentration at half of the fitted maximal effect; nearly all actives have a fitted effect of over 80% in size; some results filed as inactive show a strong effect at the top dose
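Luminescence from a BRCA1-driven firefly luciferase in MCF7 cells was the read-out, taken 15 min after substrate addition following 48 h compound exposure at 37 °C. Data were normalized to a 10 microM genistein control and DMSO vehicle.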
Menin MLL FP TR – displaces Texas Red mutant MLL peptide from human menin; O00255; Menin + Texas Red MLL mutant peptide, fluorescence polarization; Potency, µM (titrated, usually from 61.6 µM), without a hit: at the top dose FP activity change, negative = inhibition, hits mostly inhibitors; 270,000 tested, 0.23% active; AID 1768; active means well fitted inhibition curve with a large enough effect in the polarisation, with a control signal flat, not every such curve was filed as active; inconclusive means small, poorly fitted or top-dose-only effect, or effect the other way, or a change in a side signal; inactive means no such curve, though single readings can be large or run the other way; the % refers to the polarisation; further: potency means the concentration at half of the fitted maximal effect; % of control where 0% means no effect; many of its hits are not listed in these tables
Target sequence (O00255 whole entry, looked up): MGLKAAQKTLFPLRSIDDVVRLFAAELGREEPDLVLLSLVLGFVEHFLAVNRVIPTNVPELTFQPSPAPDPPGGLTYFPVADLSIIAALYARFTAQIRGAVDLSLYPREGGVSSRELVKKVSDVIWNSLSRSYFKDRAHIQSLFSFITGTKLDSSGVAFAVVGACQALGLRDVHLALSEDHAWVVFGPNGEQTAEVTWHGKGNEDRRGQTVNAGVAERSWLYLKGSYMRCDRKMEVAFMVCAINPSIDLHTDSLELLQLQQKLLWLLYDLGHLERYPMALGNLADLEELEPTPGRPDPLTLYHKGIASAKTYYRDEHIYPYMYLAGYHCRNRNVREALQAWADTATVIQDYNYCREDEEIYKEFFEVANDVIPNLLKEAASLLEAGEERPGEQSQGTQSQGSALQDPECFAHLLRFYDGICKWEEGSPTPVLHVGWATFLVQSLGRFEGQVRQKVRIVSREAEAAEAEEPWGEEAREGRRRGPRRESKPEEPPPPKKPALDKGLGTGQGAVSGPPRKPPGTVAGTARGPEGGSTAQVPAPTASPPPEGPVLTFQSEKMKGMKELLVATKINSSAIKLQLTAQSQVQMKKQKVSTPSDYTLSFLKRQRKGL
ELG1 genotox – induces genotoxicity in HEK293T cells with luciferase-tagged ELG1; HEK293T ELG1-luciferase reporter, luminescence, 16 h; Potency, µM (series often up to 46 µM), without a hit: at the top dose activity change, positive = activation, usual class: activators; 330,000 tested, 1.3% active; further: potency means the concentration at half of the fitted maximal effect; % of control where 0% means no effect; nearly all actives have a fitted effect of over 60% in size
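DMSO vehicle served as control against compound-treated ELG1-luciferase HEK293T cells; exposure lasted 16 hr at 37 °C and 5% CO2, followed by ONE-Glo luminescence detection after 30 min.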
FLuc modulator – counter-screen for miR-21 project: firefly luciferase inhibitors or activators; P08659; purified FLuc, Km substrates, luminescence inhibition; Potency, µM (top dose mostly 57.5 µM), for the others: at the highest dose activity change, negative = inhibition, hits mostly inhibitors; 360,000 tested, 6.9% active;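 further: potency means the concentration at half of the fitted maximal effect; plate controls were vehicle for no effect and reference inhibitor for full effect; nearly all actives have a fitted effect of over 55% in size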
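Biochemical qHTS of compounds, final roughly 60 µM downward over six points, against 10 nM purified firefly luciferase using Km concentrations of substrates (10 uM D-luciferin, 10 uM ATP) in Tris acetate pH 7.5 buffer; luminescence output.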
Active calls of the source: *; ? = inconclusive; . = not tested or not shown; & = joins results of further samples; [ ] = another dose, or the depositor's remark. Unless noted, the call rests on the fitted dose curve; in most records, active means well fitted curve in the direction sought with a large enough effect; inconclusive means small, poorly fitted or top-dose-only effect, or another doubt; inactive means no such curve, though single readings can be large; an effect the other way counts as inactive or inconclusive. Not all compounds are listed, so the mix of outcomes need not match the whole.

SMILES	p53 reactivator	Giardia kill	NPC1 prom act	Rab9 promoter act	PKM2 act	VP16 counter	RORg inh	BRCA1 expr act	Menin MLL FP TR	ELG1 genotox	FLuc modulator
Cc1sc(NC(=O)CSc2nnc(C(C)C)n2C)c(C#N)c1C	0%	10	2%	2%	6%	1%	?	-20%	23%	10%	3%
COc1ccc(CNCc2cn(-c3cccc(F)c3)nc2-c2ccc(C)o2)cc1	6%	16	-1%	16%	-1%	1%	-2%	-92%[inhibitor]	-11%	-1%	?
O=C(CS(=O)CC(=O)N(c1ccccc1)C(C(=O)NC1CCCCC1)c1ccco1)Nc1ccc(F)cc1 (stereo not drawn)	-7%	11	-3%	-6%	0%	-10%	36%	-32%	7%	11%	1%
O=C(N/N=C/c1ccc([N+](=O)[O-])o1)C1CCCC1	11%	-93*	-2%	?	.	-28%	-38%	-51%	.	-8%	0%
O=C(NCC1CCCO1)c1cc2n(n1)C(C(F)(F)F)CC(c1ccc(Br)cc1)N2 (stereo not drawn)	-7%	-17	1%	-7%	-22%	-10%	-42%	-41%	-3%	-4%	-1%
Cc1cc2ncn(-c3ncnc4scc(-c5ccccc5)c34)c2cc1C	-2%	-11	-7%	3%	2%	-25%	5.6µM*	-29%	20%	-7%	2%
CC(C)c1ccc(C2C(C(=O)c3ccco3)=C(O)C(=O)N2CCN2CCOCC2)cc1 (stereo not drawn)	5%	-11	6%	-1%	2%	-4%	-1%	1%	1%	7%	0%
COc1cccc(NC(=O)C2CCN(S(=O)(=O)c3ccc4c(c3)NC(=O)CO4)CC2)c1	1%	20	-7%	2%	.	0%	38%	-17%	.	-3%	-1%
O=C1COc2ccc(N3C(=O)c4ccccc4C3=O)cc2N1	0%	.	-4%	-13%	0%	-5%	1%	.	-1%	0%	-1%
C=CCn1c(-c2cccn(Cc3ccccc3)c2=O)n[nH]c1=S	-1%	-3	-6%	-1%	2%	-29%	11µM*	-7%	.	-1%	8%
CC(OC(=O)c1ccccc1C(=O)N(C)c1ccccc1)C(=O)Nc1ccccc1[N+](=O)[O-] (stereo not drawn)	0%	8	4%	-2%	.	.	.	-3%	.	12%	0%
Cc1c(OCC(=O)NCCCn2ccnc2)ccc2c3c(c(=O)oc12)CCCC3	-1%	18	-8%	-4%	.	0%	4%	-1%	.	2%	-1%
O=C(O)/C=C/C(=O)c1c(-c2ccccc2)[nH]c2ccccc12	-69%[inhibitor]	-16	-1%	-5%	4%	?	14µM*	-44%	80%[activator]	1%	0%
COc1ccc(NC(=O)c2cccnc2N2CCOCC2)cc1	-4%	5	-1%	-4%	-2%	3%	6%	-5%	1%	1%	0%
COCc1c(Br)c(C)nc(OCC(=O)N/N=C/c2ccco2)c1C#N	-1%	-1	-2%	-4%	3%	-23%	-4%	-1%	?	5%	-8%
COc1ccccc1NC(=O)COC(=O)c1cc2ccccc2cc1O	-3%	-5	0%	0%	.	.	.	-30%	.	4%	0%
COC(=O)c1ccc(C(=O)Nc2ccc3nc(-c4ccncc4)[nH]c3c2)cc1	3%	2	-6%	-5%	.	-2%	-24%	-6%	-25%	-1%	-5%
Cc1ccc(NC(=O)CC2S/C(=N/N=C/c3ccco3)NC2=O)cc1Cl (stereo not drawn)	1%	-18	0%	-6%	2%	2%[10 µM]	?	-1%	?	?	-13%
CCOc1ccc(N(C(C)C(=O)NC(C)CC)S(C)(=O)=O)cc1 (stereo not drawn)	7%	-12	2%	-2%	0%	-5%	19%	6%	13%	-5%	17%
O=C(O)c1ccc(NCc2cccc(Br)c2)cc1	4%	11	0%	-3%	-1%	?	1%	-8%	0%	0%	?
CCn1ncc(Cl)c1C(=O)NC(=S)Nc1ccccc1Br	?	2	-2%	5%	-2%	8.9µM*	8.9µM*	-34%	.	3%	2%
O=C(CCCn1nnnc1CN1CCOCC1)N1CCN(c2ccccc2F)CC1	8%	11	1%	-4%	-2%	-2%	-11%	1%	.	14%	4%
Cc1ccc(NC(=O)CN(C)S(=O)(=O)c2cccc3cccnc23)cc1C	.	-15	-1%	12%	8%	3%	-3%	-9%	-5%	-1%	?
Cn1nc(C(=O)NC2CCCCCC2)ccc1=O	3%	-3	0%	1%	-3%	0%	-5%	-1%	-17%	-2%	0%
Cc1cc(Br)c(NC(=O)CCl)c(Br)c1	10%	-10	-5%	-2%	5%	27%	-29%	-13%	-13%	1%	8%
Cc1cc(Br)c(NC(=O)COn2nnc3ccc(S(C)(=O)=O)cc32)c(Br)c1	-5%	-5	-2%	2%	.	-16%	15%	-27%	-1%	1%	-3%
Cc1ccccc1-c1nc(CS(=O)CC(=O)NCc2ccccc2)c(C)o1 (stereo not drawn)	-1%	-22	-2%	1%	7%	-3%	-21%	1%	-1%	2%	-2%
Cc1nnc(N2C(=O)C(=O)/C(=C(/O)c3ccc4c(c3)CC(C)O4)C2c2ccccc2F)s1 (stereo not drawn)	13%	32[activator]	0%	0%	22%	-2%	13%	40%	?	4%	2%
COc1ccc(/C=N/NC(=O)c2[nH]ncc2Br)c(OC)c1	23%	-15	1%	-8%	-26%	-2%[0.365 µM]	-8%	32%	16%	26µM*	2.4µM*
O=c1[nH]cnc2cc(-c3ccc(Br)cc3)sc12	?	-11	2.5µM*	2.8µM*	.	-3%	-1%	?	-10%	?	7.6µM*
O=C1NC2(CCCCCC2)Cc2ccccc21	-6%	-24	-4%	-3%	-9%	5%	1%	0%	.	4%	-1%
Cc1ccc(-n2nc(C)c3c(C)c(CCC(=O)O)c(C)nc32)cc1C	-8%	26	1%	-8%	.	-7%	-8%	-24%	30%	3%	?
Fc1cccc(COc2ccccc2CNc2ccccc2)c1	?	4	1%	3%	-4%	-5%	20%	-10%	24%	-3%	1%
CC(=O)c1cc(C#N)c(SCc2ccccc2C#N)nc1C	4%	2	0%	3%	-4%	-6%	1%	-58%	20%	0%	15µM*
Cn1nnnc1NCc1cccc(Cl)c1	11%	-17	-3%	1%	-5%	5%	-9%	0%	-11%	2%	0%
Cc1ccc(S(=O)(=O)C2CS(=O)(=O)CC2O)cc1 (stereo not drawn)	1%	-8	6%	0%	-14%	-9%	-21%	-1%	6%	2%	0%
Cc1ccc2nc(NC(=O)C3CCN(S(=O)(=O)c4cccs4)CC3)sc2c1	?	2	-19%	-19%	-9%	-17%	?	-74%	?	-12%	-8%
CCC(CC)c1nc(C(N)=O)c2[nH]c(=O)n(-c3ccc(OC)c(OC)c3)c2n1	-9%	-25	-1%	0%	.	-15%	3%	2%	-10%	17%	-1%
Cc1ccc(S(=O)(=O)N2CCCOC2CNC(=O)C(=O)NC2CCCCC2)cc1 (stereo not drawn)	2%	13	-1%	-3%	3%	-12%	?	10%	-30%	-2%	-1%
COc1ccc(/C=C/C(=O)OCC(=O)NCCNC(=O)COC(=O)/C=C/c2ccc(OC)cc2)cc1	6%	13	-3%	5%	-1%	2%	4%	-1%	.	4%	-3%
O=C(CSc1nc(C(F)(F)F)cc(=O)[nH]1)Nc1cccc2ccccc12	-7%	-6	-7%	-1%	.	.	.	14%	.	-9%	0%
COc1cc(O)c(C(CCN2CCOCC2)c2ccc(N(C)C)cc2)c(OC)c1 (stereo not drawn)	-4%	-11&-9	-3%	-4%	-1%	2%&-8%	-1%&-5%	3%	0%	-1%	-1%
COc1ccccc1C(=O)Nc1c(-c2ccccc2)nc2ccccn12	-5%	-13	0%	-5%[1.84 µM]	.	-5%	14%	-7%	12%	-8%	0%
Cc1nc2c(sc3nc4c(cc32)COC(C)(C)C4)c(=O)n1CC(=O)NCc1ccco1	?	1	-7%	?	-3%	-17%	-1%	0%	1%	?	8.5µM*
COc1ccc(C(=O)N2CCN(C3CCCCC3)CC2)c(OC)c1	2%	16	-1%	-5%	-3%	-4%	-14%	-11%	-7%	1%	2%
CCOC(=O)N1CCc2c(sc(NC(=O)CN(CC)CC)c2C#N)C1	-2%	3	-3%	-1%	6%	2%	15%	3%	.	-1%	-3%
CCC(C)[C@H](NC(=O)NC(C)C)C(=O)O (stereo partly drawn)	-4%	2	-5%	1%	-6%	3%	9%	-19%	-3%	0%	1%
COc1ccc(C(=O)Nc2nc(N3C(=O)c4ccccc4C3=O)n(-c3ccccc3)n2)cc1	2%	5	-3%	0%	7%	1%	-34%	8%	7%	0%	?
COc1cc(/C=N/NC(N)=O)ccc1OC(=O)c1ccco1	3%	-6	0%	2%	-1%	-3%	-5%	-9%	2%	2%	-4%
